Bioassay records as filed in PubChem BioAssay.
SNCA expr inhib: inhibitors of alpha-synuclein (SNCA) gene expression; HEK-293 SNCA-luciferase knock-in, luminescence, 24 h; Potency, µM (doses to about 57.2 µM), for the others: at the top dose activity change, negative = inhibition, most hits filed as inhibitors; 0.17% of 140,000 active;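 further: potency means the concentration at half of the fitted maximal effect; plate controls were DMSO cells for no effect and cell-free wells for full effect; nearly all actives have a fitted effect of over 45% in size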
3T3 cytotox: cytotoxic compounds in NIH 3T3 cells. NIH 3T3 viability, CellTiter-Glo ATP luminescence, 48-72 h. Potency, µM (doses to about 96.7 µM), for the others: top-dose activity change, negative = cytotoxicity, most hits filed as inhibitors. 4.3% of 94,000 active; further: potency means the concentration at half of the fitted maximal effect; nearly all actives have a fitted effect of over 55% in size
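Cytotoxicity was measured by CellTiter-Glo ATP luminescence after 48 or 72 h compound exposure at 37 °C. Mouse NIH 3T3 fibroblasts were seeded at 400 cells/well and dosed by 23 nL pin transfer.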
Luciferase inh: blocks purified firefly luciferase enzyme activity; P08659; purified P. pyralis luciferase, luminescence, biochemical; Potency, µM (top dose mostly 115 µM), for inactives: at the highest dose activity change, negative = inhibition, hits mostly inhibitors; 2.5% of 76,000 active; AID 1347043; further: potency means the concentration at half of the fitted maximal effect; nearly all actives have a fitted effect of over 65% in size
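FLuc 10nM, D-luciferin 10uM, ATP 10uM, Mg acetate 10mM, Tris acetate pH 7.5, Tween/BSA; cpd qHTS; enzyme added last; CCD luminescence.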
GPT2 inhibitor: blocks human glutamate pyruvate transaminase 2; Q8TD30; Recombinant GPT2, coupled pyruvate oxidase/HRP Amplex Red fluorescence; Potency, µM (top dose mostly 57.7 µM), inactives show at the top dose activity change, negative = inhibition, actives largely listed as inhibitors; 0.25% of 100,000 active; further: potency means the concentration at half of the fitted maximal effect; nearly all actives have a fitted effect of over 60% in size; many of its hits are not listed in these tables
Target sequence (Q8TD30 whole entry, looked up): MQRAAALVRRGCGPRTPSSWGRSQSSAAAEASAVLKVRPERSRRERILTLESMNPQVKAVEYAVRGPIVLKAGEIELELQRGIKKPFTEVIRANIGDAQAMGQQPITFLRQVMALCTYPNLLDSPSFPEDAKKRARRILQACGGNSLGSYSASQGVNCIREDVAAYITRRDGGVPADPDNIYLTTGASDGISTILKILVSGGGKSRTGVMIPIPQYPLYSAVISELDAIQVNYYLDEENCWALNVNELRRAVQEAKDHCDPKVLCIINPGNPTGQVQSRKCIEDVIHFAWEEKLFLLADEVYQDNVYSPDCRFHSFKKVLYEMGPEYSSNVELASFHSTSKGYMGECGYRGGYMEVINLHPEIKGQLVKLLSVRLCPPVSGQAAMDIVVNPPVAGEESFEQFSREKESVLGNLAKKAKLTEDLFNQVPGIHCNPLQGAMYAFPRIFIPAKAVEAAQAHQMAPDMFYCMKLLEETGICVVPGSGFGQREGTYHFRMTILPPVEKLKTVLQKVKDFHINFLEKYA
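Recombinant GPT2 (10ng/uL) with 250uM a-KG and 2mM L-alanine, 30 min at room temperature, in HEPES pH 7.5 buffer. Pyruvate detected by pyruvate oxidase/HRP/Amplex Red fluorescence after 30 min in the dark; AOA (50uM) as positive control.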
HEK cytotox: cytotoxic compounds in HEK 293 cells | HEK 293 viability, ATP luminescence (CellTiter-Glo), 48-72 h | Potency, µM (doses to about 115 µM), for inactives: at the top dose activity change, negative = cytotoxicity, actives largely listed as inhibitors | 6.6% of 94,000 active | AID 1345083; further: potency means the concentration at half of the fitted maximal effect; nearly all actives have a fitted effect of over 60% in size
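Pintool-delivered compounds were incubated with HEK 293 cells (250 cells/well) at 37 degree Celsius for 48 or 72 hr. ATP-dependent luminescence (CellTiter-Glo) then reported remaining viable cells.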
HEK293 viab: reduces viability of HEK-293 SNCA reporter cells | HEK-293-SNCA-luc viability, GF-AFC fluorescence, 24 h | Potency, µM (series often up to 57.1 µM), for the others: top-dose activity change, negative = cytotoxicity, most hits filed as cytotoxic | 0.12% of 150,000 active;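 further: potency means the concentration at half of the fitted maximal effect; 0% = DMSO-treated cells and -100% = medium-only wells without cells; nearly all actives have a fitted effect of over 30% in size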
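HEK-293-SNCA-luc cells (1500/well) plated 24 h, then exposed 24 h to a dilution series; GF-AFC added 30 min at 37C, fluorescence 405/540 nm; normalised to medium-only and DMSO wells, Hill fit.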
IP6K1 inh: IP6K1 kinase inhibition. Q92551. AID 1645851. 0.81% of 140,000 active. IP6K1 kinase, ADP-Glo luminescence, 2 h; hits give low values. activity change, % (series mostly up to about 58 µM); in the data active means activity change below about -25%
Target sequence (Q92551 whole entry, looked up): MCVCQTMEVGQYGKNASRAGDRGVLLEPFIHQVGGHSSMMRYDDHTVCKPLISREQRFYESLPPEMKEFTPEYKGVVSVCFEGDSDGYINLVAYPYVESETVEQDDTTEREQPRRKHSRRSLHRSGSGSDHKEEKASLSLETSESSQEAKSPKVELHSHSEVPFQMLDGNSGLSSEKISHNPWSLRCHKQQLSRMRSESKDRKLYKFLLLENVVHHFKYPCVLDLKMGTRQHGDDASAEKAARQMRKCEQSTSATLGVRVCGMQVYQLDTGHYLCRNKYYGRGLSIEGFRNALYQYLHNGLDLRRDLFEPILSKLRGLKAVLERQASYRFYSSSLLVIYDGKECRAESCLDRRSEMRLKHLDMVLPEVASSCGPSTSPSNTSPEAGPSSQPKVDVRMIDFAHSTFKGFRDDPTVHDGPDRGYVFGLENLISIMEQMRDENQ
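ADP-Glo luminescence measures ADP made by human IP6K1 during a 2 h RT reaction with ATP/IP6 (mix at 1.3 mM/130 uM); top library doses 57.5 and 19.1 uM final.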
Active calls of the source: *; i = inactive; ? = inconclusive; / = not tested or not shown; & = joins results of further samples; [ ] = remark or other dose. Unless noted, the call rests on the fitted dose curve; in most records, active means well fitted curve in the direction sought with a large enough effect; inconclusive means small, poorly fitted or top-dose-only effect, or another doubt; inactive means no such curve, though single readings can be large; an effect the other way counts as inactive or inconclusive. Unless noted, on the % scale 0 is the no-effect control and ±100 the full control effect.

The first nine entries, ahead of the listing:
SMILES	SNCA expr inhib	3T3 cytotox	Luciferase inh	GPT2 inhibitor	HEK cytotox	HEK293 viab	IP6K1 inh
O=C(NC1CC1)[C@H]1CN2CCC1C[C@@H]2Cn1cc(-c2ccccc2)nn1 (some centres not stated)	-10%[87.6 µM]	i	10%[172 µM]	i	i	3%[87.6 µM]	11
Cc1nc(-c2ccc(F)cc2)cc([C@H]2CN3CC[C@H]2C[C@@H]3CNC(=O)C2CC2)n1	11%[87.6 µM]	?	-8%[172 µM]	3%[88.5 µM]	?	0%[87.6 µM]	15
COC[C@H]1C[C@@H](NC2CCOCC2)[C@H](O)[C@@H]1O	-3%[87.6 µM]	i	2%[230 µM]	-7%[88.5 µM]	i	7%[87.6 µM]	12
CC(C)=C[C@@H]1[C@@H](C(=O)OCc2coc(Cc3ccccc3)c2)C1(C)C	-51%[25.6 µM]	/	/	-8%	/	-2%[23.9 µM]	4
C[C@@H](CN1CCC(n2c(=O)[nH]c3cc(Br)ccc32)CC1)NC(=O)[C@@H]1C[C@H]1c1ccccc1	/	/	/	2%	/	-37%	-15
O=C(COc1ccccc1F)N1CCN(Cc2cc(=O)n3nc(-c4ccccc4Cl)sc3n2)CC1	-10%	/	/	/	/	-6%	8
COc1ccc(NC(=O)N2[C@H]3CC[C@@H]2c2cncnc2C3)cc1F	3%	-8%	-3%	i	-8%	-3%	4
COc1ccc2c3c1O[C@H]1[C@@H](O)C=C[C@H]4[C@@H](C2)N(C)CC[C@@]341	-28%	/	/	i	/	28%	2
CC(=O)N1CC2(CCN(Cc3cccnc3)C2)Cc2ccccc21 (configuration not stated)	?	-11%	/	2%	-17%	-3%	-11

The listing (from the top)
SMILES	SNCA expr inhib	3T3 cytotox	Luciferase inh	GPT2 inhibitor	HEK cytotox	HEK293 viab	IP6K1 inh
O=C(NC1CC1)[C@H]1CN2CCC1C[C@@H]2Cn1cc(-c2ccccc2)nn1 (some centres not stated)	-10%[87.6 µM]	i	10%[172 µM]	i	i	3%[87.6 µM]	11
Cc1nc(-c2ccc(F)cc2)cc([C@H]2CN3CC[C@H]2C[C@@H]3CNC(=O)C2CC2)n1	11%[87.6 µM]	?	-8%[172 µM]	3%[88.5 µM]	?	0%[87.6 µM]	15
COC[C@H]1C[C@@H](NC2CCOCC2)[C@H](O)[C@@H]1O	-3%[87.6 µM]	i	2%[230 µM]	-7%[88.5 µM]	i	7%[87.6 µM]	12
CC(C)=C[C@@H]1[C@@H](C(=O)OCc2coc(Cc3ccccc3)c2)C1(C)C	-51%[25.6 µM]	/	/	-8%	/	-2%[23.9 µM]	4
C[C@@H](CN1CCC(n2c(=O)[nH]c3cc(Br)ccc32)CC1)NC(=O)[C@@H]1C[C@H]1c1ccccc1	/	/	/	2%	/	-37%	-15
O=C(COc1ccccc1F)N1CCN(Cc2cc(=O)n3nc(-c4ccccc4Cl)sc3n2)CC1	-10%	/	/	/	/	-6%	8
COc1ccc(NC(=O)N2[C@H]3CC[C@@H]2c2cncnc2C3)cc1F	3%	-8%	-3%	i	-8%	-3%	4
COc1ccc2c3c1O[C@H]1[C@@H](O)C=C[C@H]4[C@@H](C2)N(C)CC[C@@]341	-28%	/	/	i	/	28%	2
CC(=O)N1CC2(CCN(Cc3cccnc3)C2)Cc2ccccc21 (configuration not stated)	?	-11%	/	2%	-17%	-3%	-11
C=C[C@H]1CN2CC[C@H]1C[C@@H]2CNCc1ccc(OC(F)(F)F)cc1	-8%[87.6 µM]	?	-3%[172 µM]	i	?	6%[87.6 µM]	-1
O=C(c1ccc2c(c1)CCO2)N1C[C@@H](c2ccc(F)cc2)[C@@H]2[C@H]1C1CCN2CC1	0%	2%	3%	5%	i	0%	25
CC(=O)N(C)c1cccc(-c2ccnc3c(C(=O)c4cccs4)cnn23)c1	130%[activator]	/	/	-5%&-10%	/	-9%&5%	0
COC[C@H]1CCCN1C[C@H]1CN2CC[C@H]1C[C@@H]2CN	-14%[87.6 µM]	3%[174 µM]	1%[230 µM]	-4%[88.5 µM]	i	6%[87.6 µM]	-11
Cn1nc(C2CCCCC2)cc1[C@H]1CN2CC[C@H]1C[C@@H]2CN	-10%[87.6 µM]	?	-3%[172 µM]	1%[88.5 µM]	100µM*	-9%[87.6 µM]	-4
NC(=O)c1ccc(OCC(O)CN2CC=C(c3ccc(F)cc3)CC2)cc1 (configuration not stated)	-5%	/	/	i	/	2%	/
O=C(NC[C@H]1C[C@@H]2CCN1C[C@@H]2CN1CCOCC1)c1ccccc1	34%[activator][87.6 µM]	1%[138 µM]	-5%[172 µM]	-4%[88.5 µM]	i	5%[87.6 µM]	8
CCOP(=S)(OCC)O/N=C(\C#N)c1ccccc1	-43%[25.6 µM]	/	/	i	/	22%[23.9 µM]	7
CC(C)N1CC2CCC(C1)N2C(=O)N1CCCC1	-10%[87.6 µM]	1%[138 µM]	/	-2%[88.5 µM]	5%[172 µM]	5%[87.6 µM]	0
Cc1ncsc1CN1CC(CO)C2(CCNCC2)C1 (configuration not stated)	?	-12%	-10%	2%	-9%	4%[12.5 µM]	36
COc1ccc(Cl)cc1NC(=O)CN1C(=O)CN=C(c2ccccc2)c2cc(Cl)ccc21	27%	/	/	/	/	-8%	-22
CCOC(=O)[C@@H]1[C@H]2c3ccccc3N(C)C(=O)[C@H]2N(C(=O)c2cccs2)[C@@H]1c1ccccc1	/	?	/	/	79µM*	/	-11
O=C([C@H]1CN2CCC1C[C@@H]2Cn1cc(-c2ccccc2)nn1)N1CCOCC1 (some centres not stated)	-4%[87.6 µM]	1%[174 µM]	0%[172 µM]	-3%[88.5 µM]	1%[172 µM]	1%[87.6 µM]	6
COc1ccc(OCC(=O)N2CCN(Cc3cc(=O)n4nc(-c5ccccc5C)sc4n3)CC2)cc1	8%	/	/	/	/	-10%	11
O=C(c1ccncc1)N1CC2CCC(C1)N2Cc1cccs1	-22%	-2%	/	-16%	-15%	4%	-4
COc1ccc2c(c1)C1(CCN(C(=O)NCC(C)C)C1)C(=O)N2 (configuration not stated)	1%	i	0%	i	0%	7%	11
COc1ccccc1C(=O)N1[C@H]2CC[C@@H]1c1cnc(-c3ccccc3)nc1C2	0%	?	-9%	i	?	-4%	-5
O=C1C[C@@H]2OCC=C3CN4CC[C@]56c7ccccc7N1[C@H]5[C@H]2[C@H]3C[C@H]46	/	/	/	i	/	-3%	4
COc1cc2c(cc1OCC1CC1)NC(=O)C21CCN(C(=O)c2cccc(C#N)c2)CC1	1%[87.6 µM]	?	9%[172 µM]	5%[88.5 µM]	79µM*	9%[87.6 µM]	-27*
COc1cc(CC(C)N)c(OC)cc1Br (configuration not stated)	-18%	/	/	i	/	29%	-12
COC(=O)C12C(=O)C(C)(O)C(=O)C1(C)C(C)=CC1C34CCC(OC3=O)C(C)(C)C4CCC12C (configuration not stated)	/	/	/	?	/	-2%[23.9 µM]	-9
Cc1ccc(-n2c(/C=C/c3ccc(Br)s3)nc3ccccc3c2=O)cc1	1%	/	/	/	/	?	-5
COc1ccccc1N1CCN(C(=O)[C@H]2CN3CCC2C[C@@H]3Cn2cc(-c3ccccc3)nn2)CC1 (some centres not stated)	26%	-29%	0%	-3%	45µM*	-6%	16
COc1cc2c(cc1-c1cnn(C)c1)NC(=O)C21CCN(C(C)=O)CC1	-8%[87.6 µM]	32µM*	6%[172 µM]	i	2%[172 µM]	0%[87.6 µM]	-16
COc1cc2c(cc1Oc1ccccc1)NC(=O)C21CCN(Cc2ccccc2)CC1	?	28µM*	-1%[172 µM]	?	28µM*	-20%[87.6 µM]	-16
Cc1ccc(-c2ccccc2CN2CCN(C(=O)Cc3ccccn3)CC2)cc1Cl	?	25µM*	/	-14%	?	4%[12.5 µM]	-6
Cn1nc(-c2cccs2)cc1[C@H]1CN2CC[C@H]1C[C@@H]2CNC(=O)Nc1ccccc1	?	100µM*	9%[172 µM]	2%[88.5 µM]	112µM*	-5%[87.6 µM]	-8
COc1ccccc1-c1cc([C@H]2CN3CC[C@H]2C[C@@H]3CNC(=O)c2ccco2)nc(C)n1	-26%[87.6 µM]	-12%[174 µM]	10%[172 µM]	i	-24%[172 µM]	-4%[87.6 µM]	1
O=S(=O)(NC[C@H]1C[C@@H]2CCN1C[C@@H]2CN1CCOCC1)c1ccccc1	-29%[87.6 µM]	4%[174 µM]	2%[172 µM]	-5%[88.5 µM]	1%[172 µM]	-1%[87.6 µM]	-3
CO[C@H]1[C@H](O)[C@H](O[C@H]2CC[C@]3(C)C4CC[C@]5(C)[C@H](C6=CC(=O)OC6)CC[C@]5(O)C4CC[C@@H]3C2)O[C@@H](C)[C@@H]1O (some centres not stated)	/	/	/	3%[27.3 µM]	/	?	-5
CNCc1cn(C[C@H]2CC3CCN2C[C@@H]3C(=O)NCc2ccccc2)nn1 (some centres not stated)	3%[87.6 µM]	?	-5%[172 µM]	i	?	7%[87.6 µM]	8
Cc1ccc(Cn2cccc(C(=O)Nc3cc([N+](=O)[O-])ccc3C)c2=O)cc1	-16%	/	/	/	/	11%	48
COCCC(=O)N1CCC2(CC1)c1nccn1-c1ccccc1CN2CC(C)C	12%	i	11%	i	?	-3%	11
CCN(CC)C(=O)N[C@@H]1C=C2c3cccc4[nH]cc(c34)C[C@@H]2N(C)C1	-9%[25.6 µM]	/	/	i	/	-15%[23.9 µM]	-7
CC(C)(N)Cc1ccccc1Cl	-41%[25.6 µM]	/	/	i	/	-20%[23.9 µM]	32
CCC12CN3CC(CC)(CN(C1)C3c1ccccn1)C2=O (configuration not stated)	17%	/	/	/	/	2%	-12
O=C1NC2(CN(Cc3cccnc3)C2)Oc2ccccc21	-2%[87.6 µM]	-23%[138 µM]	-10%[172 µM]	-10%[88.5 µM]	2%[172 µM]	10%[87.6 µM]	10
CCCC[N+]1(C)[C@H]2CC(OC(=O)[C@H](CO)c3ccccc3)C[C@H]1[C@H]1O[C@H]12 (some centres not stated)	-2%	/	/	i	/	-6%	/
O=C(Nc1nccs1)[C@H]1CN2CCC1C[C@@H]2Cn1cc(CO)nn1 (some centres not stated)	-8%[87.6 µM]	-24%[174 µM]	-13%[172 µM]	-15%[88.5 µM]	-14%[172 µM]	9%[87.6 µM]	17
CCN1CCCCC12Cc1ccccc1CN(C(=O)Cc1ccc(OC)cc1)C2 (configuration not stated)	2%	4%	/	i	-24%	-15%	-9
CCOC(=O)C1(CCc2ccccc2)CCN(Cc2ccc(NC(C)=O)cc2)CC1	/	/	/	3%	/	-16%	-2
C#C[C@H]1CN2CC[C@H]1C[C@@H]2CNCc1ccc(F)c(F)c1	-20%[87.6 µM]	-16%[230 µM]	12%[230 µM]	2%[88.5 µM]	-9%[230 µM]	4%[87.6 µM]	11

These rows are one share of the data. The share of hits here may be higher or lower than overall.
